Dengue-2 NS5 capping: Dengue-2 NS5 methyltransferase inhibitors, primary screen, biochemical, confirmation dose response (AID 588689); Dengue-2 NS5 methyltransferase capping enzyme assay, biochemical; higher % means a stronger effect; inhibition, % at 25 µM; hits with a dose series show IC50 in µM; actives 0.3% (n = 340,000); in the data active = a potency from the dose series; inconclusive = inhibition above about 29% without an active follow-up result
HIV fusion peptide: inhibitors of HIV fusion peptide binding, primary screen, biochemical, uHTS, fluorescence dequenching (AID 1986); cell-free peptide binding, fluorescence dequenching, 30 min; higher % means a stronger effect; inhibition, % at 20 µM; hits with a dose series show IC50 in µM; actives 0.3% (n = 290,000); in the data active = inhibition mostly above about 52%, no sharp cut-off; inactive = mostly below about 76%; also: some results filed as inactive read as strong as hits
Yfh1-depleted yeast: enhancers of respiration in Yfh1-depleted yeast, dose response, Friedreich's ataxia, plus single-dose screen (AID 1465) | S. cerevisiae Yfh1-off respiration, WST-1 reduction, 72 h; higher fold induction means a stronger effect | fold induction at 50 µM, or EC50 in µM where a hit was titrated | actives 0.074% (n = 220,000);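 active = fold induction of absorbance versus untreated yeast above a set limit, then at least 30% activation at any dose in follow-up; inconclusive = repeats straddling the limit, or above it without dose testing; inactive = fold induction below the set limit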;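 also: activators that raise dye reduction in frataxin-depleted yeast; strong numbers were not always called active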
AID2073: inhibitors of Mint1-CaV2.2 protein interaction, biochemical, HTRF (AID 2073). one-dose inhibition, % at 20 µM; IC50 in µM for titrated hits. HTRF protein-protein interaction, Mint1-CaV2.2; higher % means a stronger effect. actives 0.19% (n = 290,000). Voltage-dependent N-type calcium channel subunit alpha-1B (Homo sapiens); in the data active = inhibition mostly above about 51%, no sharp cut-off; inconclusive = no clear call, values can overlap the other calls; inactive = mostly below about 53%; also: some results filed as inactive read as strong as hits
West Nile virus CPE: West Nile virus antiviral activity, cell-based, CPE readout (AID 1621) | actives 0.02% (n = 290,000) | West Nile virus-infected cells, CPE inhibition; higher % means a stronger effect | one-dose CPE inhibition, % at 10 µM; IC50 in µM for titrated hits; in the data active = a potency from the dose series; inconclusive = CPE inhibition mostly from about 3.7% at the one dose, without a potency; inactive = the rest, 99 in 100 with CPE inhibition below about 2.2%; also: strong numbers were not always called active
NOD1 NF-kB reporter: NOD1 signaling inhibitors, primary screen, cell-based, luminescence, uHTS (AID 1578). NOD1-driven NF-kB luciferase reporter cells, luminescence; higher % means a stronger effect. inhibition, % at 4 µM; hits with a dose series show EC50 in µM. actives 1% (n = 290,000); in the data active = inhibition mostly above about 36%, no sharp cut-off; inactive = mostly below about 34%;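 also: HEK-293T reporter cells stimulated with the NOD1 agonist gamma-tri-DAP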
HEK293 NOD2/NF-kB: NOD2 signaling inhibitors, cell-based, luminescence, uHTS, HEK293 (AID 1566). inhibition, % at 4 µM; hits with a dose series show EC50 in µM. actives 0.63% (n = 290,000). HEK293 NOD2/NF-kB luciferase reporter, luminescence; higher % means a stronger effect; also: many of its hits are not listed in these tables
KOR beta-arrestin-1: KOR antagonists, beta-arrestin recruitment, cell-based, luminescence, uHTS (AID 1778). actives 0.091% (n = 290,000). KOR beta-arrestin recruitment, luminescence, antagonist mode; higher % means a stronger effect. inhibition, % at 10 µM; hits with a dose series show IC50 in µM; also: strong numbers were not always called active
KOR beta-arrestin-2: KOR agonists, beta-arrestin recruitment, primary screen, cell-based, luminescence, uHTS (AID 1777) | activation, % at 10 µM; hits with a dose series show EC50 in µM | Kappa-type opioid receptor (Homo sapiens) | KOR beta-arrestin recruitment, luminescence; higher % means a stronger effect | actives 0.02% (n = 280,000); in the data active = activation above about 50%, passing the limit was not always enough; also: a part of the inactive calls stands beside numbers as strong as those of hits
The depositor's hits bear a star; i = inactive; ? = inconclusive; · = no result given; [ ] = another dose, or the depositor's remark. Rule as the data show it, unless noted: active = inhibition above about 50%; inactive = the rest. An excerpt; count on the stated rates, not on these rows.

SMILES | Dengue-2 NS5 capping | HIV fusion peptide | Yfh1-depleted yeast | AID2073 | West Nile virus CPE | NOD1 NF-kB reporter | HEK293 NOD2/NF-kB | KOR beta-arrestin-1 | KOR beta-arrestin-2
COc1cc(C(=O)NCC(c2ccco2)N2CCCC2)ccc1OCc1c(C)noc1C (configuration not stated) | -1% | 4.6% | i | 6% | 0.4% | · | -8% | 1% | -0.1%
CCS(=O)(=O)Nc1cc(-c2nc3cccnc3s2)ccc1C | -8% | 2.7% | i | 24% | 0.8% | -12% | -57% | -42% | 3.0%
O=C(NCc1ccco1)c1cnn2c1NC(c1ccc(Br)cc1)CC2C(F)(F)F (configuration not stated) | · | 1.4% | i | 4% | -0.1% | -34% | -4% | 11% | -1.2%
COc1ccccc1N1CCN(C(=S)Nc2ccc(S(=O)(=O)N3CCOCC3)cc2)CC1 | 2% | 0.4% | i | -55% | -1.1% | 4% | 25% | -5% | 0.2%
COc1ccc(NC(=O)CCC(=O)Nc2cc(OC)c(NC(=O)c3cccs3)cc2OC)cc1 | -5% | -1.3% | · | 8% | -0.9% | -2% | 0% | -7% | 4.5%
Cc1ccc(-c2nnc(SCC#N)n2N)cc1 | -8% | 0.8% | i | -23% | -0.1% | · | 7% | 28% | -0.2%
COc1ccc(-n2c(C)nc(=O)c(-c3ccccc3)c2C)cc1 | -5% | -0.5% | i | 6% | -0.6% | -16% | 19% | -36% | -0.2%
Cc1ccc(N2C(=O)N(CC(=O)NC(c3ccccc3)c3ccccc3)C(=O)C2C)cc1 (configuration not stated) | -11% | -0.5% | i | 26% | -0.2% | -2% | -14% | 26% | -10%
O=C(CSc1ccccc1C(=O)O)NCC1CCCCC1 | 7% | 1.0% | i | 3% | 0.3% | -18% | 10% | -4% | -3.1%
Cn1nc(-c2ccccc2)cc1NS(=O)(=O)c1ccccc1 | -3% | -0.5% | i | -17% | 0.4% | -8% | 5% | 3% | 6.2%
Cc1ccc(CN(C)C(=O)c2cc(COc3cccc(C(F)(F)F)c3)on2)o1 | -3% | -0.1% | · | 12% | -0.4% | -2% | -3% | 6% | 3.1%
Cc1nn(C)c(C)c1/C=C/C(=O)c1ccc(Cl)cc1Cl | 5% | -2.3% | i | -4% | -0.2% | 31% | 28% | 3% | -3.0%
O=S1(=O)N=C(N2CCCc3ccccc32)c2ccccc21 | -2% | -0.1% | i | 8% | -0.2% | -16% | 0% | -21% | 8.0%
CCn1c(COc2ccc(Cl)c(C)c2)nnc1SCC(=O)N1CCCC1 | -3% | -1.2% | i | ? | -0.6% | 4% | 13% | -17% | 6.6%
Cc1ccc(NC(=O)NCCN2CCCCC2)cc1Cl | -5% | 1.0% | · | 9% | -0.9% | -32% | 2% | -1% | 0.1%
Cn1cnc([N+](=O)[O-])c1Nc1ccccc1O | 13% | 0.0% | i | 2% | 0.1% | -20% | 14% | -3% | 1.8%
O=C(CN(Cc1ccccc1)S(=O)(=O)c1ccc(Br)cc1)NCc1ccco1 | -2% | -2.1% | i | -11% | 3.1% | 24% | -25% | · | -5.7%
O=C(O)c1cccc(Nc2nc(-c3cc4ccccc4oc3=O)cs2)c1 | · | 19% | · | 25% | 0.9% | -50% | -77% | -17% | -1.7%
CCOC(=O)c1ccc(CN(Cc2ccccc2)S(=O)(=O)c2cccc([N+](=O)[O-])c2)cc1 | -4% | 0.2% | i | 8% | -0.8% | -13% | 2% | 25% | -1.3%
N#Cc1cc2c(nc1SCc1cccc(Cl)c1)CCCCC2 | 4% | -1.9% | i | -3% | -0.2% | 31% | 15% | 23% | -0.6%
CN(C)S(=O)(=O)c1cccc(NC(=O)c2ccccc2OCc2ccc(F)cc2)c1 | -4% | -2.1% | · | 25% | -0.8% | 3% | 35% | 5% | -0.9%
CCOc1ccccc1N1CCN(Cc2cnc(-c3ccccc3)[nH]2)CC1 | -7% | -1.6% | i | 1% | 0.0% | -8% | -3% | 20% | -1.7%
Nc1nc(NCCO)nc(NCc2ccccc2)c1[N+](=O)[O-] | -1% | -0.5% | · | -2% | 0.8% | -6% | 0% | 10% | -4.1%
NC(=S)Nc1cccc(Cl)c1 | 0% | 0.8% | i | 0% | 0.6% | -3% | 1% | 2% | 0.8%
Cc1noc(C(=O)NCc2ccc(F)cc2)c1Cl | -5% | -0.8% | i | -4% | -0.1% | -22% | 6% | 21% | -2.6%
C=C1CCN(C(C)C(=O)OC)S(=O)(=O)c2ccccc21 (configuration not stated) | -2% | 0.3% | i | 7% | 0.1% | -5% | 12% | 11% | 0.0%
CCOc1ccc(N(C(=O)CNC(=O)c2cccs2)C(C(=O)NCC2CCCO2)c2ccc(OC)c(OC)c2)cc1 (configuration not stated) | -1% | -1.4% | i | -2% | 0.1% | -21% | -4% | 4%[20 µM] | ·
CC(C)CC(/C(O)=C(\C#N)c1nc2ccccc2[nH]1)N1C(=O)c2ccccc2C1=O (configuration not stated) | · | 1.3% | i | 1% | 0.4% | 9% | 14% | 6% | -5.6%
CC(C)c1ccc2c(c1)[C@H]1OCC[C@H]1[C@@H](c1cccs1)N2 | -2% | -3.6% | i | 0% | -0.1% | 24% | -51% | -25% | -1.0%
Cc1coc2c1c(C)cc1oc(=O)c(CC(=O)N[C@@H](C)C(=O)O)c(C)c12 | -4% | -1.6% | · | 30% | 0.4% | -4% | -17% | 12% | -0.3%
Cc1cc(C)cc(NC(=O)c2oc3ccccc3c2COc2ccccc2)c1 | -4% | -0.1% | i | 27% | 0.2% | 15% | 2% | -7% | 2.7%
COc1cc(C(=O)N2C(=O)CCC2=O)cc(OC)c1OC | -1% | -0.7% | · | 11% | 0.2% | -44% | 1% | -12% | 4.5%
Clc1cc(Cl)c2nc(N3CCCCC3)sc2c1 | -13% | -0.4% | i | -31% | -0.5% | 1% | -98% | -7% | 6.4%
C/C(=N/NS(=O)(=O)c1ccc(C(C)(C)C)cc1)c1ccc2c(c1)OCO2 | 1% | 3.7% | · | 9% | 0.0% | -2% | 10% | -34% | 3.7%
O=C(CSc1ccccc1)N1CCCC(N2CCN(c3ccccc3)CC2)C1 (configuration not stated) | -9% | -0.2% | · | 7% | -0.3% | 14% | -18% | -60% | 1.8%
O=C(CC1C(=O)NCCN1C(=O)Nc1ccccc1)Nc1cccc(C(F)(F)F)c1 (configuration not stated) | -14% | -2.6% | i | 2% | 0.8% | -33% | -8% | 0% | 0.2%

Four entries from above, with values under each structure.
Every second line gives: Dengue-2 NS5 capping	HIV fusion peptide	Yfh1-depleted yeast	AID2073	West Nile virus CPE	NOD1 NF-kB reporter	HEK293 NOD2/NF-kB	KOR beta-arrestin-1	KOR beta-arrestin-2
CCS(=O)(=O)Nc1cc(-c2nc3cccnc3s2)ccc1C
 : -8%	2.7%	i	24%	0.8%	-12%	-57%	-42%	3.0%
O=C(NCc1ccco1)c1cnn2c1NC(c1ccc(Br)cc1)CC2C(F)(F)F (configuration not stated)
 : ·	1.4%	i	4%	-0.1%	-34%	-4%	11%	-1.2%
COc1ccccc1N1CCN(C(=S)Nc2ccc(S(=O)(=O)N3CCOCC3)cc2)CC1
 : 2%	0.4%	i	-55%	-1.1%	4%	25%	-5%	0.2%
COc1ccc(NC(=O)CCC(=O)Nc2cc(OC)c(NC(=O)c3cccs3)cc2OC)cc1
 : -5%	-1.3%	·	8%	-0.9%	-2%	0%	-7%	4.5%

Later entries:
SMILES | Dengue-2 NS5 capping | HIV fusion peptide | Yfh1-depleted yeast | AID2073 | West Nile virus CPE | NOD1 NF-kB reporter | HEK293 NOD2/NF-kB | KOR beta-arrestin-1 | KOR beta-arrestin-2
CCC(NC(=O)/C(=C\c1ccc2c(c1)OCO2)NC(C)=O)C(=O)O (configuration not stated) | -4% | 0.2% | i | 14% | -0.5% | -16% | -2% | -4% | 0.2%
Cc1ccc(C)c(CN2C(=O)NC3(CCCCCC3)C2=O)c1 | -2% | -2.1% | · | -7% | -0.8% | -22% | -8% | -30% | 0.1%
CCOC(=O)CSc1nc2ccccc2c(=O)n1CCN1CCOCC1 | -8% | 2.6% | i | 3% | -0.7% | -16% | 4% | -7% | 3.5%
O=C(Nc1ccc(S(=O)(=O)N2CCCCC2)cc1)C1CC(=O)N(c2ccc(Cl)cc2)C1 (configuration not stated) | -4% | 1.1% | · | -3% | -1.2% | -2% | 10% | -10% | -1.3%
CCC(=O)Nc1ccc(NC(=O)CSc2nc3c(c(=O)n(C)c(=O)n3C)n2CC)cc1 | -11% | -1.4% | · | 0% | 1.1% | 0% | 0% | 22% | -2.7%
O=C(NNC(=O)c1cccs1)c1ccc(Cl)cc1 | -1% | -1.8% | i | 0% | -0.1% | -32% | -4% | -8% | 2.7%
CCOC(=O)c1c(S(=O)(=O)NCC(=O)Nc2ccc(C)cc2)c(C)n(C)c1C | -4% | -0.2% | · | 3% | -0.6% | -22% | 7% | 29% | -2.0%
CC(=O)Nc1ccc2cc3ccc(NC(C)=O)cc3nc2c1 | ? | 22% | i | 7% | -0.9% | -10% | -110% | -28% | -0.4%
CCCc1nn(C)c(C(N)=O)c1[N+](=O)[O-] | 5% | 2.6% | i | 1% | 0.0% | -16% | 9% | -15% | -2.6%
Cc1ccc(C2C(C(=O)c3cc4ccccc4o3)=C(O)C(=O)N2CCN2CCOCC2)o1 (configuration not stated) | 2% | 13% | i | 1% | -0.2% | 1% | -16% | -2% | -0.4%
CCOC(=O)c1c(NC(=O)c2cccs2)sc(C)c1CC | -6% | 1.0% | i | 11% | 0.4% | -8% | 22% | -3% | -1.4%
O=C1c2ccccc2CC1Sc1nnc(-c2ccncc2)o1 (configuration not stated) | 3% | 1.3% | i | -15% | 2.2% | 9% | 9% | 32% | -4.7%
COc1cc2c(cc1OC)C(NC(=O)c1ccc(C)cc1)CC2=O (configuration not stated) | -3% | -0.4% | · | 5% | -0.7% | -12% | -6% | 4% | -0.6%
Cc1nc(CS(=O)c2ccccc2)cc(N2CCOCC2)n1 (configuration not stated) | -1% | -1.3% | i | 2% | 0.1% | -2% | 15% | 19% | -0.7%
CCc1nc(C)cc2c1sc1ccccc12 | · | 1.3% | i | 9% | 0.8% | -11% | -1% | -19% | 8.8%
COc1ccc(OC)c(S(=O)(=O)N2CCC(C(=O)Nc3ccccc3)CC2)c1 | -10% | 1.0% | i | 2% | -0.7% | -32% | 4% | -36%[20 µM] | ·
CS(=O)(=O)N1CCN(c2ccc(NC(=S)NC(=O)c3ccccc3[N+](=O)[O-])cc2)CC1 | -12% | 0.5% | i | 35% | 0.1% | -8% | 2% | -39% | -4.0%
O=C1CSC(c2ccccc2)N1c1ccccc1F (configuration not stated) | 0% | -1.1% | · | 7% | -0.2% | -5% | 3% | 10% | -2.3%
CN1CCN(c2ccc([N+](=O)[O-])c(Sc3nc4ccccc4[nH]3)c2)CC1 | -1% | 1.1% | · | -17% | · | 21% | 24% | 22% | 0.1%
Brc1ccc(-c2csc3[n+]2CCCCC3)cc1 | 0% | -1.2% | i | -14% | 0.2% | 12% | 0% | -12% | -1.2%
CCN1CCN(c2oc(-c3ccc([N+](=O)[O-])cc3)nc2C#N)CC1 | · | -1.4% | i | 10% | 0.4% | 0% | 9% | 12% | -1.9%

Screening data: PubChem, several laboratories
